Bioassay records as filed in PubChem.
RAD54 branch = inhibitors of human RAD54 branch migration, primary screen, biochemical, fluorescence, single point. DNA repair and recombination protein RAD54-like (Homo sapiens), Q92698. RAD54 Holliday junction branch migration, FAM/BHQ fluorescence. inhibition, % at 10.4 µM. 360,000 compounds, 0.14% hits. AID 602329, 2012;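 active = mean normalized replicate activity at least 40 and at least half of replicates scoring 40 or more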;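 also: 0% = median of neutral control wells and 100% = median of positive control wells; inhibitors cause a drop in the FAM fluorescence signal; in these data hits start at about 50%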
XiGFP reactiv = activators of inactive X chromosome reactivation, primary screen, imaging, XiGFP fibroblasts, GFP high-content imaging, set 2; XiGFP mouse fibroblasts, % GFP-positive cells imaging, 3 d; cells co-treated with 5-aza-dC sensitizer; scaled so ellipticine positive control = 100%; 360,000 compounds, 0.055% hits; activation, % at 7.58 µM;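 active = mean normalized replicate activation at least 10% and every replicate at or above 10%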;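 also: 0% = median of on-plate neutral control wells and 100% = ellipticine 6 µM median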
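Material: SV40-immortalized XiGFP fibroblast cells, line 68-5-11 | Buffer or medium: DMEM containing 5-aza-dC | Dosing: One concentration, pinned | Times: 3 d treatment, 15 min room-temperature fixation | Controls: Ellipticine 6 µM positive control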
F508del corr = F508del CFTR correction, initial screen, CFBE line, single point; CFBE cells, YFP halide quenching; stimulated with forskolin plus potentiator P3; % fluorescence drop versus neutral controls; activity (quench increase), % at 7.58 µM; 350,000 compounds, 0.36% hits;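 active = mean added fluorescence quench of at least 8% versus neutral control, with both replicates also reaching 8%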;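 also: cells transiently co-express mutant CFTR-F508del with the halide-sensitive YFP; corrector assay measuring rescue of mutant channel to the surface after 24 h compound exposure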
ARNT-TACC3 inh = disruptors of ARNT/TACC3 protein interaction, primary screen, biochemical, AlphaScreen, single concentration; AlphaScreen His-ARNT PAS-B/GST-TACC3 binding, luminescence; TACC3 fragment carries E629A point mutation; inhibition, % at 9.99 µM; 390,000 compounds, 0.66% hits; AID 623870, 2012;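 active = mean inhibition of replicates at least 50% and at least half of replicates each reaching 50%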;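 also: 0% = complete ARNT plus TACC3 wells and 100% = ARNT alone without TACC3; many hits fall short of the cut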
esBAF inh = Bmi1 luciferase reporter increase in mESCs, primary screen, esBAF inhibitor project, mouse ES cells, Bmi1 luciferase knock-in, single point; 24 h; 100% = twice the neutral-well signal; reporter increase, % at 12.5 µM; 350,000 compounds, 2% hits; in the data active = activation above about 40%;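 also: 0% = median of the plate's neutral control wells and 100% = double that signal; a rise in the Bmi1 reporter signal indicates esBAF inhibition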
GSIS activator = GLuc luminescence reporter in INS-1E cells, primary screen for activators of glucose-dependent secretion of insulin; INS-1E GLuc reporter insulin secretion, 2-3 h; activation, % at 16.6 µM; 370,000 compounds, 0.61% hits; AID 743287, 2014;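 active = lowest replicate activation of at least 40%, so every replicate reaches that level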;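 also: 0% = median of neutral control wells and 100% = median of IBMX positive control wells; some compounds called inactive have numbers as strong as hits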
RAD52 anneal inh = RAD52 DNA annealing inhibitors, primary screen, biochemical, FRET, single point, set 2 | inhibition, % at 18.7 µM | DNA repair protein RAD52 homolog (Homo sapiens), P43351 | 360,000 compounds, 0.46% hits | AID 651710, 2012 | recombinant RAD52 DNA annealing, FRET fluorescence;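 active = every replicate showing at least 50% inhibition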
Target sequence (P43351 whole entry, looked up): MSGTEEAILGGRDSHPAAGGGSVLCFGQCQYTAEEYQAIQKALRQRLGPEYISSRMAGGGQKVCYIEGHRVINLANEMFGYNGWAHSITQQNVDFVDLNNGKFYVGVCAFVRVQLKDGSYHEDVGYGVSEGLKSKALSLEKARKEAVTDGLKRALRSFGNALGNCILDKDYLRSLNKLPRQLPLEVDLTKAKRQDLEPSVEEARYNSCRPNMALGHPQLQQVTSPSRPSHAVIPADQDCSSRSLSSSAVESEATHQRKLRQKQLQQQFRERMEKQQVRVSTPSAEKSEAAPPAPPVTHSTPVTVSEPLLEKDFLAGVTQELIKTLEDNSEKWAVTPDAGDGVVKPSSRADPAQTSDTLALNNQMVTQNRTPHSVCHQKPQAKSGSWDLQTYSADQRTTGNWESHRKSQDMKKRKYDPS
ERAP1 inh = human ERAP1 aminopeptidase inhibitors, primary screen, biochemical, single point, plate reader; Endoplasmic reticulum aminopeptidase 1 (Homo sapiens), Q9NZ08; inhibition, % at 10.7 µM; recombinant ERAP1, Leu-AMC fluorescence, 60 min; 340,000 compounds, 0.15% hits;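 active = mean replicate inhibition of at least 30%, or all replicates individually reaching that 30% level; inactive = mean below 30% and not every replicate reaching it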;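 also: 0% = neutral control wells and 100% = L-leucinethiol positive control wells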
An asterisk follows results filed as active.

How did CCCC#Cc1cnc2c(c1)C(=O)N([C@H](C)CO)C[C@H](C)[C@@H](CN(C)C(=O)C1CCCCC1)O2 do in these assays?
XiGFP reactiv: -0.3; F508del corr: -3.9; esBAF inh: -8.8; GSIS activator: -10.5

Results for C[C@@H]1CCCCO[C@@H](CN(C)Cc2ccncc2)[C@H](C)CN([C@H](C)CO)C(=O)c2cc(NS(=O)(=O)c3cccs3)ccc2O1 ?
RAD54 branch: -1.4; XiGFP reactiv: 1.4; F508del corr: -5.6; ARNT-TACC3 inh: -4.9; esBAF inh: 2.3; GSIS activator: 4.0; RAD52 anneal inh: -3.1; ERAP1 inh: 2.9

How did CCCCc1c(C)nc2ccccc2c1SCCC(=O)O do in these assays?
RAD54 branch: -6.1; XiGFP reactiv: 0.0; F508del corr: 1.1; ARNT-TACC3 inh: -0.1; esBAF inh: -2.9; GSIS activator: 3.1; RAD52 anneal inh: -14.3; ERAP1 inh: -1.8

How did CC(=O)CCc1c(C)[nH]c2ccccc2c1=O do in these assays?
RAD54 branch: 6.0; F508del corr: 1.1; ARNT-TACC3 inh: 3.8; esBAF inh: 7.4; GSIS activator: 7.6; RAD52 anneal inh: 1.3; ERAP1 inh: -2.5

What do the screens show for `C[C@@H]1CN([C@H](C)CO)C(=O)c2cc(NC(=O)Nc3ccc4c(c3)OCO4)ccc2O[C@H]1CN(C)Cc1ccc(-c2ccccc2)cc1`?
RAD54 branch: 0.8; XiGFP reactiv: 0.0; F508del corr: 1.2; ARNT-TACC3 inh: 22.1; esBAF inh: 7.9; GSIS activator: 4.9; RAD52 anneal inh: 32.0; ERAP1 inh: -0.4

How did COc1ccc(C2CC(c3ccccc3)=NN2C(=O)COC(=O)c2cc(S(=O)(=O)N3CCOCC3)ccc2Cl)cc1 (configuration not stated) do in these assays?
XiGFP reactiv: 0.0; F508del corr: 0.6; ARNT-TACC3 inh: 10.6; GSIS activator: 10.7; RAD52 anneal inh: -13.7; ERAP1 inh: 0.9

Results for CN(C)CC(=O)N1[C@H](C#N)[C@@H](c2ccc(C#CC3CCCCC3)cc2)[C@H]1CO ?
RAD54 branch: -7.9; XiGFP reactiv: 0.0; F508del corr: -0.9; ARNT-TACC3 inh: 11.1; esBAF inh: 2.2; GSIS activator: -7.4; RAD52 anneal inh: 11.9; ERAP1 inh: 0.9

Results for CC(C)(C)C1CCN2CCC[C@](c3ccccc3)(C1)[C@@]21CO1 (some centres not stated) ?
XiGFP reactiv: -0.1; F508del corr: -1.0; RAD52 anneal inh: -25.0; ERAP1 inh: -2.9

Results for COCc1cn(CC[C@@H]2CC[C@H](NC(=O)Nc3ccc(F)cc3)[C@H](CO)O2)nn1 ?
RAD54 branch: -1.8; XiGFP reactiv: -0.3; F508del corr: 1.6; ARNT-TACC3 inh: -5.6; esBAF inh: -6.6; GSIS activator: 17.5; RAD52 anneal inh: 9.2; ERAP1 inh: 1.3

Results for COCCn1c(=NC(=O)/C=C/c2cccs2)sc2cc(NC(C)=O)ccc21 ?
RAD54 branch: 0.6; XiGFP reactiv: 0.1; ARNT-TACC3 inh: -5.5; GSIS activator: 8.0

Results for CC(=O)Nc1ccc(NC(=O)c2ccc(N(C)S(=O)(=O)c3ccc(C)cc3)cc2)cc1 ?
RAD54 branch: 0.1; XiGFP reactiv: 0.1; F508del corr: -1.6; ARNT-TACC3 inh: -3.8; esBAF inh: -0.3; GSIS activator: 9.8; RAD52 anneal inh: -18.6; ERAP1 inh: -1.2

How did CCCNC(=O)c1cc(C2CCCCN2C(=O)CCCc2ccccc2)on1 (configuration not stated) do in these assays?
RAD54 branch: 1.1; XiGFP reactiv: 0.0; F508del corr: 0.1; esBAF inh: 5.4; GSIS activator: 3.2; RAD52 anneal inh: 3.3; ERAP1 inh: -1.8

What do the screens show for `O=C(c1cccc(-n2cccc2)c1)N1CCN(S(=O)(=O)c2c(F)cccc2F)CC1`?
RAD54 branch: -0.4; XiGFP reactiv: -0.3; F508del corr: -1.3; ARNT-TACC3 inh: -1.0; GSIS activator: -22.9; RAD52 anneal inh: -53.4; ERAP1 inh: -2.7

How did CN(CCc1ccccn1)C(=S)Nc1ccc(Cl)cc1Cl do in these assays?
RAD54 branch: 9.5; XiGFP reactiv: 0.3; F508del corr: -1.8; ARNT-TACC3 inh: 0.3; esBAF inh: 2.9; GSIS activator: -7.9; RAD52 anneal inh: -4.5; ERAP1 inh: 1.6

Results for COc1ccc(C(=O)Nc2ccc(NC(=O)c3ccccc3OC)nc2)cc1 ?
RAD54 branch: 11.4; XiGFP reactiv: 0.7; F508del corr: -1.2; esBAF inh: 3.9; RAD52 anneal inh: 1.9; ERAP1 inh: 1.4

Results for CCNC(=O)N(C)c1c(CC)nc2ccc(C(=O)N3CCN(C(C)=O)CC3)cn12 ?
RAD54 branch: -20.6; XiGFP reactiv: 0.1; F508del corr: -3.9; esBAF inh: -3.1; GSIS activator: 5.8; RAD52 anneal inh: -18.2; ERAP1 inh: -1.4

What do the screens show for `COCC#Cc1ccc([C@@H]2[C@H](CO)N3C(=O)CN(C(=O)C4CCCCC4)C[C@@H]23)cc1`?
XiGFP reactiv: 0.1; F508del corr: -0.5; GSIS activator: 6.1; RAD52 anneal inh: -0.6; ERAP1 inh: -1.9

How did O=C(OCc1ccccn1)C1CCN(C(=O)c2ccc(Cl)cc2)CC1 do in these assays?
XiGFP reactiv: 0.2; F508del corr: -6.0; ARNT-TACC3 inh: -0.7; esBAF inh: 12.4; GSIS activator: 42.8; RAD52 anneal inh: -9.5; ERAP1 inh: 3.4

Results for COc1ccc(N2CCN(C(CNC(=O)C(=O)NCCCn3ccnc3)c3cccnc3)CC2)cc1 (configuration not stated) ?
XiGFP reactiv: 0.3; F508del corr: -1.5; GSIS activator: 6.0; RAD52 anneal inh: -10.8; ERAP1 inh: -1.8

What do the screens show for `O=C(C1CCOCC1)N1CC(=O)N2[C@@H](CO)[C@H](c3ccc(C#CC4CC4)cc3)[C@@H]2C1`?
XiGFP reactiv: -0.1; F508del corr: -1.2; GSIS activator: -10.8; RAD52 anneal inh: 3.9; ERAP1 inh: 0.0

Results for C[C@H](NC(=O)OC(C)(C)C)c1nnc(SCC(=O)Nc2cccc(Cl)c2)o1 ?
RAD54 branch: -8.5; XiGFP reactiv: 0.5; F508del corr: 0.6; ARNT-TACC3 inh: 0.1; esBAF inh: -1.7; GSIS activator: 4.8; RAD52 anneal inh: -3.3; ERAP1 inh: -1.2

How did COCC(=O)Nc1ccc2c(c1)C(=O)N(C)C[C@H](OC)[C@@H](C)CN[C@H](C)CO2 do in these assays?
RAD54 branch: 0.4; XiGFP reactiv: -0.4; F508del corr: 1.5; ARNT-TACC3 inh: 9.4; esBAF inh: -0.2; GSIS activator: 0.1

What do the screens show for `O=C(NCc1ccccc1)C(c1ccc(C(F)(F)F)cc1)n1c(=O)c(-c2cc3ccccc3[nH]2)nc2ccccc21` (configuration not stated)?
XiGFP reactiv: 0.2; F508del corr: 1.6; GSIS activator: 2.1; RAD52 anneal inh: -17.5

How did C[C@@H]1CN([C@@H](C)CO)C(=O)c2cc(NC(=O)Nc3ccccc3)ccc2O[C@@H]1CN(C)Cc1ccncc1 do in these assays?
RAD54 branch: -8.4; XiGFP reactiv: -1.2; F508del corr: -1.5; ARNT-TACC3 inh: 2.7; esBAF inh: 2.3; GSIS activator: -2.6; RAD52 anneal inh: -8.8; ERAP1 inh: 1.4

What do the screens show for `CCOCCCNC(=O)c1ccc(OC2CCN(C(C)=O)CC2)c(OC)c1`?
RAD54 branch: -2.6; XiGFP reactiv: 0.0; F508del corr: -1.7; ARNT-TACC3 inh: -2.1; esBAF inh: -5.7; GSIS activator: 11.3; RAD52 anneal inh: -5.7; ERAP1 inh: 11.4

Results for COC(=O)c1cccc2c1C(=O)c1cc([N+](=O)[O-])ccc1-2 ?
RAD54 branch: -8.4; XiGFP reactiv: 0.3; F508del corr: 1.9; GSIS activator: 8.0; RAD52 anneal inh: -14.4; ERAP1 inh: -4.1

What do the screens show for `COc1ccc(-c2ccccc2[C@@H]2[C@@H](CO)N(C(=O)NC(C)C)[C@H]2C#N)cc1`?
XiGFP reactiv: 0.0; F508del corr: 0.5; GSIS activator: -1.1; RAD52 anneal inh: -6.8; ERAP1 inh: -1.9

How did CCN(CC)c1cccc(OC(=O)c2cccnc2Cl)c1 do in these assays?
RAD54 branch: -4.2; XiGFP reactiv: 0.3; F508del corr: -1.3; ARNT-TACC3 inh: -2.0; esBAF inh: 13.9; GSIS activator: -3.4; RAD52 anneal inh: -9.9; ERAP1 inh: 3.5

How did COC(=O)COc1ccc2cc(-c3ccccc3)c(=O)oc2c1 do in these assays?
RAD54 branch: -7.6; XiGFP reactiv: 0.1; F508del corr: -1.1; ARNT-TACC3 inh: -0.8; esBAF inh: -2.1; GSIS activator: -0.5; RAD52 anneal inh: 0.8; ERAP1 inh: -6.1

Results for CCN(c1ccccc1)S(=O)(=O)c1cc(NC(=O)COC(=O)C2CC2)ccc1Cl ?
XiGFP reactiv: -0.1; F508del corr: -2.3; ARNT-TACC3 inh: -2.7; RAD52 anneal inh: -8.6; ERAP1 inh: 1.7

Results for Cc1ccnc(NC(=O)C2CCN(S(=O)(=O)c3ccc4c(c3)CC(C)N4C(=O)C3CCC3)CC2)c1 (configuration not stated) ?
RAD54 branch: 1.9; XiGFP reactiv: 0.2; F508del corr: -2.4; ARNT-TACC3 inh: -2.6; esBAF inh: 8.2; GSIS activator: -23.4; RAD52 anneal inh: -1.9; ERAP1 inh: 1.2

What do the screens show for `CCN1C(=O)[C@H]2[C@@H](c3ccc(C)cc3)N3C(=O)N(c4cccc(Cl)c4)C(=O)[C@@]3(CC(C)C)[C@H]2C1=O`?
RAD54 branch: -1.3; XiGFP reactiv: -0.3; F508del corr: 0.0; ARNT-TACC3 inh: 4.5; esBAF inh: -4.3; GSIS activator: -5.0; RAD52 anneal inh: -1.2

How did Cn1c(SCC(=O)Nc2ccc(NC(=O)c3cccc(F)c3)cc2)nnc1-c1ccncc1 do in these assays?
RAD54 branch: -5.2; XiGFP reactiv: 0.0; F508del corr: 0.6; ARNT-TACC3 inh: -7.3; esBAF inh: 0.6; GSIS activator: 2.8; RAD52 anneal inh: -2.3; ERAP1 inh: 0.2

How did CCOc1ccc(/C=N/NC(=O)CSc2n[nH]c(=O)[nH]c2=O)cc1OC do in these assays?
RAD54 branch: -8.6; XiGFP reactiv: 0.4; F508del corr: 1.5; esBAF inh: 1.7; GSIS activator: 6.7; RAD52 anneal inh: -8.7; ERAP1 inh: -1.2

How did Cc1cccc(C)c1OCC(=O)OC/C(O)=C(\C#N)c1nc2ccccc2[nH]1 do in these assays?
RAD54 branch: 3.9; XiGFP reactiv: 0.1; F508del corr: -0.2; ARNT-TACC3 inh: -0.7; RAD52 anneal inh: -30.1; ERAP1 inh: 6.4

What do the screens show for `CN(C)/C=C(/C(=O)c1ccccc1)S(=O)(=O)c1ccc(Cl)cc1`?
XiGFP reactiv: 0.1; F508del corr: -0.6; ARNT-TACC3 inh: -17.6; GSIS activator: 19.9; RAD52 anneal inh: 7.2; ERAP1 inh: 5.4
